# VCAM1 TNFa inh: reduces TNF alpha induced VCAM1 expression in HUVEC; HUVEC TNFa-induced VCAM-1 immunofluorescence, high-content imaging; inhibition, % at 2 µM; actives 0.48% (n = 95,000); AID 802;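 active means inhibition above the batch mean plus 3 SD, with images confirmed as a hit by eye, cut at about 37% in these data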;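 further: 0% = TNF-stimulated DMSO wells and 100% = unstimulated control wells; not every result past the cut was called active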
# MT1-MMP txn act: activates MT1-MMP transcription; HT1080 MT1-MMP promoter luciferase reporter, luminescence, overnight; stronger effect = higher value; activation factor at 10 µM; actives 0.16% (n = 86,000);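 active means activation factor of at least 2 for MT1-MMP transcription at 10 µM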
# LYP inh 2: inhibitors of human LYP (PTPN22) phosphatase. inhibition, % at 2 µM. Q9Y2R2. actives 0.21% (n = 96,000). recombinant LYP catalytic domain, DiFMUP fluorescence;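 active means inhibition at 2 µM at or above a set limit, the screen mean plus 3 SD, cut at about 24% in these data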;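 further: 0% = DMSO with enzyme and 100% = enzyme fully blocked by orthovanadate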
# Candida biofilm: kills Candida albicans biofilms; C. albicans biofilm + clotrimazole, Alamar Blue; inhibition, % at 6 µM; actives 0.14% (n = 85,000);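 active means inhibition above 20%; inactive means inhibition below 20%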;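 further: preformed 24 hr biofilms exposed to compound for 48 hr; 0% = biofilm without compound and 100% = blank killed by clotrimazole plus chlorhexidine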
# HUVEC tox IL1B: HUVEC cytotoxicity counter-screen, IL-1B stimulated; HUVEC cell count loss, Hoechst imaging; cell count reduction, % at 2 µM; actives 0.41% (n = 94,000); AID 845;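 active means cell count reduction more than 3 SD above the screen-wide mean, cut at about 70% in these data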;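 further: normalized per plate to untreated control cells as the no-loss baseline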
# hDAT+cocaine: human DAT dopamine uptake with cocaine, either direction; Q01959; LLC-PK1 hDAT cells, [14C]-dopamine uptake with cocaine IC80; actives deviate in either direction; B-score at 10 µM; actives 1.3% (n = 110,000);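 active means Z score or B-score, a plate-position-corrected score, falls beyond the plate's 99.7% confidence bounds, in either direction; inactive means both scores lie inside the 99.7% bounds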;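 further: scored against the spread of the other compound wells on the same plate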
# Target sequence (Q01959 whole entry, looked up): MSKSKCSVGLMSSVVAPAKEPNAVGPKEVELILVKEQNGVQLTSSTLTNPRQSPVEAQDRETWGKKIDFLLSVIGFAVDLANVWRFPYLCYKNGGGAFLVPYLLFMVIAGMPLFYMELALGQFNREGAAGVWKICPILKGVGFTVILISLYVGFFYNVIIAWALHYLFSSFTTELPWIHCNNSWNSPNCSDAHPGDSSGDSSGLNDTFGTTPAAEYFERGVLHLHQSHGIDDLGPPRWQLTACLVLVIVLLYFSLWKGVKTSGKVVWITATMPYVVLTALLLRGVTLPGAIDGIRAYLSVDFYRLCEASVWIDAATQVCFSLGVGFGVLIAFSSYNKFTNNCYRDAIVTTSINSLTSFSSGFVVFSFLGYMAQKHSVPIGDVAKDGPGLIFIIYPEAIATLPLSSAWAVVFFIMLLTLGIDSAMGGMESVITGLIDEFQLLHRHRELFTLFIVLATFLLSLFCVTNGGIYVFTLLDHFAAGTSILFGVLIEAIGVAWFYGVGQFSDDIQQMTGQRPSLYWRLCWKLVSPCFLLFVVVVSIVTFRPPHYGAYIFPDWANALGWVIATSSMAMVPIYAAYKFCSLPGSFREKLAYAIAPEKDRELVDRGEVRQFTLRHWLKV
# cytoskel mod: alters cytoskeleton assembly in HUVEC cells | HUVEC TNFa F-actin phalloidin imaging, high content | inhibition, % at 2 µM | actives 0.18% (n = 91,000) | AID 836;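 active means inhibition above the batch mean plus 3 SD and confirmed as a hit by visual image inspection, cut at about 30% in these data, passing the limit was not always enough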; further: strong numbers were not always called active
# TNFa cytotox: toxic to HUVEC cells under TNF alpha stimulation | cell count reduction, % at 2 µM | HUVEC TNFalpha-stimulated, Hoechst cell count, imaging | actives 0.17% (n = 93,000) | AID 848;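 active means cell count reduction exceeding the screen mean by over 5 SD, scaled to untreated wells per plate, cut at about 78% in these data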;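 further: cells counted after 24 h of TNF alpha exposure following the 1 h pretreatment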
# Smad3 FoxH1 inh: Smad3 (human) transcription factor binding inhibition | P84022 | TR-FRET Smad3/Dy647-FoxH1 peptide binding, europium anti-His | inhibition, % at 25 µM | actives 0.29% (n = 88,000);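 active means compounds that reduce the energy-transfer binding signal between the protein and its labelled peptide by more than half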;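 further: 0% = Smad3 plus labelled peptide maximal FRET and 100% = peptide-only background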
# Target sequence (P84022 whole entry, looked up): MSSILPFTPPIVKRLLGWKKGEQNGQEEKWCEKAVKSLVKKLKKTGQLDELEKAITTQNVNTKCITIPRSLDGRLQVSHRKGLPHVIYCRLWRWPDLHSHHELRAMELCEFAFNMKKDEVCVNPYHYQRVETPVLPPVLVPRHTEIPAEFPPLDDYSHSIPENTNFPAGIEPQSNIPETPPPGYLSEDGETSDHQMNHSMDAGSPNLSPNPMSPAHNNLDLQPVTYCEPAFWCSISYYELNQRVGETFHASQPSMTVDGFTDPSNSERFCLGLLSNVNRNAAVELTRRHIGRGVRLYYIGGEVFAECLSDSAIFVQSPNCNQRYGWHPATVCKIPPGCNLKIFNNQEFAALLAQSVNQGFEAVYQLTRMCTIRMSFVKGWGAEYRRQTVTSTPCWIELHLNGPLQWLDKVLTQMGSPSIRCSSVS
# * = called active by the depositor; / = not tested or not shown; [ ] = remark or other dose.
# Value order – VCAM1 TNFa inh	MT1-MMP txn act	LYP inh 2	Candida biofilm	HUVEC tox IL1B	hDAT+cocaine	cytoskel mod	TNFa cytotox	Smad3 FoxH1 inh
> OC1(c2cn(Cc3ccccc3)nn2)CCCCC1
  2.3	1	-8.6	2.6	-5.1	0.781	17.8	-25.8	5.0
> CNC(=O)c1ccc(N(Cc2ccccc2C)S(C)(=O)=O)cc1
  12.3	1.1	3.2	/	3.0	0.535	-8.0	-0.4	/
> CC(=O)N(/N=C/c1cccc(C)c1)c1nc(-c2ccc(Br)cc2)cs1
  9.8	/	9.4	/	18.3	-0.547	1.3	15.0	/
> CN1CCN(Cc2ccc(OCc3ccccc3)cc2)CC1
  17.8	1.5	-2.0	1.2	17.3	-1.05	-9.9	8.3	1.1
> Cc1cc(NC(=O)c2ocnc2C)no1
  -19.9	1.3	-2.5	9.7	-5.2	-0.364	8.2	-42.0	9.5
> CCC(=O)Nc1nnc(SCC(=O)Nc2ccc(F)cc2)s1
  -5.1	1	-0.3	4.8	9.8	-1.02	-12.2	-4.7	10.9
> CCOc1ccccc1NC(=O)C1Cc2ccccc2CN1S(C)(=O)=O (stereo unspecified)
  -22.9	1.2	-16.4	/	8.3	0.145	3.9	-31.2	/
> CCOC(=O)c1cccc(NC(=O)C2CCCN2S(=O)(=O)c2cccc3cccnc23)c1 (stereo unspecified)
  3.8	1.1	8.4	13.4	7.3	0.337	-6.0	0.0	0.5
> CCCCN1CC(C(=O)NC2CCCCC2)CC1=O (stereo unspecified)
  22.6	1.1	-8.1	2.0	-4.0	0.5	15.3	22.7	19.6[fluorescence artefact?]
> NC(=O)C1(N2CCCCC2)CCN(CC(=O)Nc2ccccc2-c2ccccc2)CC1
  -6.1	1	1.2	8.2	-16.1	-0.363	6.5	-5.4	11.1
> Cc1ccc2oc(-c3cccc(NC(=O)c4ccc(Br)o4)c3C)nc2c1
  12.4	1.1	-1.6	1.8	-6.8	2.33	-6.8	-7.8	5.8
> COC(=O)C12CC3CC(C1)CC(n1cnc(Cl)n1)(C3)C2
  7.2	2.3*	12.4	15.6	1.0	0.932	-12.2	6.6	4.8
> COc1ccccc1N(CC(=O)Nc1cccnc1)S(=O)(=O)c1ccccc1
  -8.1	1.2	-12.5	3.7	25.6	1.4	-10.2	-5.4	-1.4
> O=C(Nc1ccc2c(c1)CCC2)c1ccc(Br)o1
  5.4	/	1.9	/	-0.6	2.23*	15.5	-8.6	/
> O=C(c1nn(-c2ccccc2)c(=O)c2ccccc12)N1CCN(c2ccccn2)CC1
  13.2	1.1	-1.1	2.3	-11.4	0.467	8.0	-8.4	5.9
> COc1ccc(/C=N/NC(=O)C2CCN(c3ncc(C(F)(F)F)cc3Cl)CC2)cc1
  0.9	/	2.6	/	-3.1	1.08	25.6	-5.3	/
> COc1ccc(C(C)N2CC34C=CC(O3)C(C(=O)OCC(C)C)C4C2=O)cc1 (stereo unspecified)
  9.3	1	-7.9	14.2	-10.9	-0.00794	16.2	-12.5	0.2[fluorescence artefact?]
> O=C(c1ccccc1F)N1CCN(Cc2ccccc2F)CC1
  -8.8	/	-4.4	3.9	35.3	0.193	-8.3	-3.4	1.0
> COc1ccc(OC)c(S(=O)(=O)n2ccnc2C)c1
  -3.0	1.2	-16.6	4.2	-4.9	0.0736	4.7	-13.6	11.1
> c1ccc(-n2nc3ccccc3n2)cc1
  -11.6	1.4	-0.2	9.8	12.9	0.302	12.3	-17.8	5.8
> COCCn1c(SCC(=O)c2cccc(OC)c2)nnc1-c1ccco1
  /	1.1	/	0.3	/	1.45	/	/	7.9[fluorescence artefact?]
> N#Cc1c(N)nc2c3c(sc(=N)c2c1N)NC(=O)CC3c1c(F)cccc1Cl (stereo unspecified)
  5.5	/	2.0	/	7.8	0.485	7.2	-12.0	/
> Cc1ccc(C(=O)Nc2ccccc2Oc2ccccc2)cc1[N+](=O)[O-]
  4.2	/	0.1	/	-7.1	-0.00767	8.6	-26.2	/
> Cc1ccc2cc3c(nc2c1)N(Cc1ccco1)CC3
  -2.7	1.3	-7.8	5.7	-19.7	-0.183	8.6	-11.8	2.6
> OCCNc1ccc(Cl)cc1
  -35.8	1.1	2.6	2.2	12.3	-0.368	-14.1	1.2	-4.8
> CCSc1ccccc1C(=O)N1CCN(Cc2ccc3c(c2)OCO3)CC1
  -31.5	1.2	-5.1	6.8	-35.6	-0.0281	0.5	-16.8	2.6
> Cc1cccc(OCC(=O)Nc2sc3c(c2C#N)CCC3)c1
  -5.3	/	2.4	/	-7.8	-0.963	-2.6	-4.0	/
> COc1ccc(C(=O)Nc2sc3c(c2C(=O)NCc2ccco2)CCCC3)cc1OC
  12.0	1.2	9.7	5.6	5.3	1.44	-5.4	-11.4	1.4
> COc1ccc(C=C(C(C)=O)C(C)=O)cc1OC
  -7.5	1.2	0.4	1.6	-12.8	-0.0991	1.4	5.4	-7.6
> CCCc1ncc(C(O)c2cccc(OC)c2OC)n1C (stereo unspecified)
  -14.3	1	-5.7	4.7	-100.0	-0.252	15.1	-20.8	8.5
> CCOC(=O)N1CCN(CCC(=O)Nc2cc(OC)cc(OC)c2)CC1
  3.2	1.2	-2.2	2.5	0.5	-1.41	17.2	-38.5	3.6
> O=C(Nc1ccncc1)c1cncc(Br)c1
  9.3	1.1	-4.2	4.6	-24.3	-0.255	-9.4	11.6	10.9
> O=C1C2(CCC13COC(c1ccc(O)cc1)OC3)COC(c1ccc(O)cc1)OC2 (stereo unspecified)
  6.7	/	6.8	/	-63.9	0.264	4.8	1.8	/
> O=C(CCN1C(=O)c2ccccc2C1=O)OCN1C(=O)c2ccccc2C1=O
  17.7	1	1.7	9.4	10.6	0.128	5.0	-22.3	3.5
> COc1cc(S(=O)(=O)NCCCN2CCOCC2)ccc1Cl
  15.3	1.1	1.6	-0.8	9.5	0.707	0.5	-7.0	10.3
> CC(=O)NC12CC3CC(C1)CC(C(=O)OCC(=O)Nc1ncc(Cl)c(C)c1Cl)(C3)C2
  /	1.1	/	7.8	/	0.163	/	/	2.9
> COc1ccc(S(=O)(=O)N2CCN(c3ccc4nnc(-c5ccc(F)cc5)n4n3)CC2)cc1
  4.5	0.9	1.5	7.0	9.5	0.0243	-11.7	-21.1	1.1
> Cc1ccc2cc(C#N)c(SCC(=O)N3CCCc4ccccc43)nc2c1C
  4.2	/	19.4	/	-23.6	/	-1.9	-2.8	/
> CCCCN1C(=O)C(NC(=O)c2cccnc2)(C(F)(F)F)C2=C1CC(C)(C)CC2=O (stereo unspecified)
  13.8	1.1	3.1	9.5	-10.9	0.00174	-23.4	-1.7	-13.4
> CCCC(=O)c1ccc2c(c1)OCCO2
  4.7	/	-11.5	3.2	-0.7	-1.14	-11.3	8.9	9.5
> COc1ccc(-n2c(Cc3cccn3C)nnc2SCC(=O)Nc2ccc3c(c2)OCO3)cc1
  /	1.1	/	5.1	/	0.515	/	/	4.9
> COc1ccc(CCC(C(O)C(F)(F)F)S(=O)c2ccccc2)cc1 (stereo unspecified)
  5.9	/	-7.7	/	-26.8	0.0879	-0.3	3.4	/
> CC(=O)Oc1ccc(N2C(=O)CC(N3CCOCC3)C2=O)cc1 (stereo unspecified)
  /	0.9	/	8.3	/	-1.85	/	/	2.5
> CCC(=O)Nc1cccc(C(=O)/C=C/c2ccccc2)c1
  1.2	/	13.4	/	20.8	0.267	19.4	-13.0	/
> COC(=O)C1CSC(C(=O)OC)N1C(=O)Nc1c(C)cccc1C (stereo unspecified)
  3.0	/	7.4	/	-23.3	-0.999	19.6	-4.0	/

# 3 entries out of the list above, ordered by the value under VCAM1 TNFa inh, low to high:
Compound,VCAM1 TNFa inh
COC(=O)C1CSC(C(=O)OC)N1C(=O)Nc1c(C)cccc1C (stereo unspecified),3.0
COc1ccc(S(=O)(=O)N2CCN(c3ccc4nnc(-c5ccc(F)cc5)n4n3)CC2)cc1,4.5
COc1cc(S(=O)(=O)NCCCN2CCOCC2)ccc1Cl,15.3

# Continued:
# Value order – VCAM1 TNFa inh	MT1-MMP txn act	LYP inh 2	Candida biofilm	HUVEC tox IL1B	hDAT+cocaine	cytoskel mod	TNFa cytotox	Smad3 FoxH1 inh
> O=C(CN1CCCC1)Nc1ccccc1Cl
  -1.0	/	1.8	4.2	-53.6	0.349	-20.9	13.8	3.0
> NS(=O)(=O)c1ccc(Nc2nc(-c3ccccc3)cs2)cc1
  -3.4	/	4.5	/	-5.8	0.63	-9.4	-11.2	/
> Cc1nnc(SCC(=O)N2CCOCC2)c2ccccc12
  -2.4	1.1	-4.6	5.7	-18.3	0.13	-35.9	4.5	-6.2
> CN(C)c1ccc(CN(C)C2CCCCC2)cc1
  11.0	/	-6.2	6.1	11.2	-1.13	-8.4	1.2	6.5
> Cc1occc1-c1nnc(SCC(=O)NCC2CCCO2)n1C (stereo unspecified)
  41.6	1.1	-8.6	-0.9	-31.0	0.227	16.1	-31.3	0.6
> CCN(CC)CCNC(=O)c1nn(-c2ccc(C)cc2)c(=O)c2c1c1ccccc1n2C
  /	1.1	/	-0.2	/	1.33	/	/	-5.7
> Cc1cc(C(F)(F)F)nn1CC(=O)N1CCOCC1
  9.6	/	15.1	0.7	13.5	0.00532	-13.2	-16.0	12.5
> S=c1sc2c(N3CCOCC3)ncnc2n1-c1ccccc1
  /	1.1	/	10.9	/	-1.59	/	/	5.6
> COC(=O)c1cc(-c2ccccc2)n[nH]1
  -19.4	1.1	3.6	-2.4	2.6	0.334	10.5	-19.8	-5.2
> O=C(CSc1nnc(-c2ccncc2)n1C1CCCCC1)Nc1cccc(O)c1
  3.9	1.1	3.1	-3.8	-6.4	0.549	54.7	-23.4	0.9
> Cc1c(C(=O)N2CCCCC2)sc(NC(=O)c2ccco2)c1C#N
  -9.8	1.1	-3.2	4.4	-22.3	0.224	10.1	1.3	3.7
> COC(=O)CSCC(=O)Nc1cc2c(cc1C(C)=O)OCO2
  -4.5	1.2	-9.4	0.3	-19.2	0.51	-47.8	-8.9	9.3
> CCn1c(CNC(=O)c2cccc(C)c2)nnc1SCC(=O)NC1CCCCC1C (stereo unspecified)
  20.4	1	3.1	6.3	-11.9	0.976	2.7	-22.4	0.2[fluorescence artefact?]
> Fc1ccccc1N1CCN(C(c2ccncc2)c2nnnn2C2CCCC2)CC1 (stereo unspecified)
  /	1.1	/	1.9	/	0.772	/	/	5.0
> Cc1ccc2cccc(S(=O)(=O)Nc3ccc4c(c3)OCO4)c2n1
  7.0	1	8.0	4.5	-13.6	0.473	10.7	-11.8	6.0
> CCOC(=O)N1CCN(c2nc(C)c3c(n2)CC(C)CC3=O)CC1 (stereo unspecified)
  -4.4	1.1	4.3	2.8	-4.3	-0.356	0.8	-0.5	1.1
> CC1CCN(CCCOc2ccc(OCc3ccccc3)cc2)CC1
  -4.2	/	-2.7	/	6.5	-0.366	38.9	-15.0	/
> Nc1c(-c2ccccc2)cnn1-c1cccc(C(F)(F)F)c1
  -8.1	/	7.8	/	-29.7	0.314	6.1	0.8	/
> OC(CN1C2=NCCN2c2ccccc21)c1ccc2c(c1)OCO2 (stereo unspecified)
  6.3	1.1	-2.9	5.2	-22.2	-0.674	7.5	-10.7	-13.5
> Cc1ccc(CC2S/C(=C(/C#N)C(=O)NCc3ccco3)N(c3ccccc3)C2=O)cc1 (stereo unspecified)
  -6.1	1.1	11.3	2.7	-3.6	2.16	63.4*	-1.7	-5.0
> CCOC(=O)C(C)Oc1ccccc1C1NC(=O)NC(C)=C1C(=O)Nc1ccc(C)c(C)c1 (stereo unspecified)
  -4.6	1.2	-5.5	7.3	-98.7	1.55	-8.7	-10.9	0.8

# Bioassay records as filed in PubChem BioAssay.

# A portion of the library; rates above refer to the full screens.
